Assay outcomes: PubChem, several laboratories
Plk1 PBD FP – Plk1 polo box domain binding inhibitors, primary screen, biochemical, fluorescence polarization; 97,000 tested, 0.13% active; Plk1 PBD phosphopeptide binding; inhibition, %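 (tested at about 20 µM)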; in the data active = inhibition above about 34%, passing the limit was not always enough
Target sequence (P53350 whole entry, looked up, the tested form may be a part): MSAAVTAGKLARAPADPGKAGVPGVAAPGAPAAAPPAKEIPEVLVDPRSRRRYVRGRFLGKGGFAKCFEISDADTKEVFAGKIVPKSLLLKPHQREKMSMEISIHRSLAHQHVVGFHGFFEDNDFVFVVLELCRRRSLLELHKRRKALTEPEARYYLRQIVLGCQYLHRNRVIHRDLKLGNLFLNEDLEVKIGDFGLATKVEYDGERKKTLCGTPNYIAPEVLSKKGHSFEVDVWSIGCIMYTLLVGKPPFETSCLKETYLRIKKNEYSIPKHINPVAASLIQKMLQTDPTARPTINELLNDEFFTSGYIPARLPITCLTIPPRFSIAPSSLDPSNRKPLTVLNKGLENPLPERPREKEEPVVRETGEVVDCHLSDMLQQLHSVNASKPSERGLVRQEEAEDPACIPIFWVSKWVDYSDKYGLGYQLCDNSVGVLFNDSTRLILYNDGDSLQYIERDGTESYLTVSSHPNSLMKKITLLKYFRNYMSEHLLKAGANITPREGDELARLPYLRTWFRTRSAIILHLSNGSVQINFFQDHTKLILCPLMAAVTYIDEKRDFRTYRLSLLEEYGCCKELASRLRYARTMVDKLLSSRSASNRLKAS
F-actin modifier – modifiers of F-actin cytoskeleton organization, primary screen, imaging, HUVEC, phalloidin staining, high-content imaging | inhibition, % at 2 µM | HUVEC TNFa F-actin phalloidin imaging | 91,000 tested, 0.18% active;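 active = inhibition above the batch mean plus 3 SD and confirmed as a hit by visual image inspection, cut at about 30% in these data, passing the limit was not always enough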; also: strong numbers were not always called active
TNFa cytotox – cytotoxicity in TNFa-stimulated HUVEC, primary screen, cytotoxicity control for VCAM1 expression modulator project, imaging, Hoechst nuclei count; 93,000 tested, 0.17% active; cell count reduction, % at 2 µM; AID 848, 2007; HUVEC TNFalpha-stimulated, Hoechst cell count;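 active = cell count reduction exceeding the screen mean by over 5 SD, scaled to untreated wells per plate, cut at about 78% in these data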;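 also: cells counted after 24 h of TNF alpha exposure following the 1 h pretreatment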
PLK1 inh – human PLK1 kinase inhibitors, primary screen, biochemical, TR-FRET; recombinant PLK1 kinase, TR-FRET peptide phosphorylation; 97,000 tested, 0.53% active; inhibition, % at 10 µM; Serine/threonine-protein kinase PLK1 (Homo sapiens), P53350; AID 619, 2007;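 active = inhibition of 50% or more in the single-concentration screen; inactive = inhibition below 50%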;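 also: 0% = DMSO max control and 100% = H-89 dihydrochloride min control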
HUVEC tox IL1B – cytotoxicity in IL-1B stimulated HUVEC, primary screen, cytotoxicity control for IL-1B NFkB translocation project, imaging, Hoechst nuclear count, IL-1B stimulus | HUVEC cell count loss | cell count reduction, % at 2 µM | 94,000 tested, 0.41% active | AID 845, 2007;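 active = cell count reduction more than 3 SD above the screen-wide mean, cut at about 70% in these data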;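 also: normalized per plate to untreated control cells as the no-loss baseline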
sEH inhibitor – soluble epoxide hydrolase inhibitors, primary screen, biochemical, human sEH | recombinant human sEH enzymatic activity assay | inhibition, % at 2 µM | 91,000 tested, 0.34% active | Bifunctional epoxide hydrolase 2 (Homo sapiens), P34913; in the data active = inhibition above about 80%; also: values of inactives mirror those of a sister screen read the other way; many of its hits are not listed in these tables
hDAT+cocaine – changed hDAT dopamine uptake under cocaine IC80, either direction, primary screen, cocaine antagonist project, cell-based, LLC-PK1 hDAT, [14C]-dopamine uptake, MLSMR; LLC-PK1 hDAT cells, [14C]-dopamine uptake with cocaine IC80; actives deviate in either direction; B-score at 10 µM; 110,000 tested, 1.3% active;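 active = Z score or B-score, a plate-position-corrected score, falls beyond the plate's 99.7% confidence bounds, in either direction; inactive = both scores lie inside the 99.7% bounds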;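 also: scored against the spread of the other compound wells on the same plate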
E coli WT exp – growth inhibitors of wild-type E. coli, primary screen, strain BW25113, expanded library, OD600; OD600 absorbance; growth inhibition, % at 100 µM; 98,000 tested, 0.15% active;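 active = growth inhibition above about 50% at one test dose, limit read from the data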;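 also: growth measured after 20 h incubation at 37 °C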
VCAM1 TNFa inh – inhibitors of TNFa-induced VCAM1 expression, primary screen, imaging, HUVEC, TNFa stimulus, immunofluorescence | 95,000 tested, 0.48% active | AID 802, 2007 | inhibition, % at 2 µM | HUVEC TNFa-induced VCAM-1 immunofluorescence, high-content imaging;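 active = inhibition above the batch mean plus 3 SD, with images confirmed as a hit by eye, cut at about 37% in these data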;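 also: 0% = TNF-stimulated DMSO wells and 100% = unstimulated control wells; not every result past the cut was called active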
Starred values were filed as active, the others as inactive; . = not tested or not shown.

SMILES	Plk1 PBD FP	F-actin modifier	TNFa cytotox	PLK1 inh	HUVEC tox IL1B	sEH inhibitor	hDAT+cocaine	E coli WT exp	VCAM1 TNFa inh
COc1ccc(C2CC(c3ccccc3)Nc3ncnn32)cc1 (stereo unspecified)	-23.6	-30.7	50.0	-11.8	-5.5	-2.9	-0.0501	10.0	-4.9
CCOc1ccc(-c2nnn(CC(=O)Nc3cc(OC)ccc3OC)n2)cc1OCC	-6.6	8.4	-35.3	-7.4	-0.9	-5.8	0.0946	-12.0	4.9
CCc1ccc(CNc2ccc(N3CCN(C(C)=O)CC3)cc2)cc1	-12.2	2.5	6.6	-7.5	20.8	-24.3	-0.162	-2.0	3.8
Cn1c2ccccc2c2cc(C(=O)NNS(=O)(=O)c3ccc(F)cc3)sc21	-0.8	28.6	-35.7	-14.1	-5.3	8.7	0.981	-3.0	11.8
Clc1ccc(C2=CSC3=NCCN23)cc1Cl	10.4	-19.2	-13.5	-9.1	-3.4	-0.5	-0.614	28.0	-7.5
CCN(CC)S(=O)(=O)c1csc(C(=O)OCC(=O)c2ccccc2)c1	-16.1	11.9	2.2	-7.9	-0.8	2.8	-0.304	.	7.9
CCN(CC)C(=O)Cn1cnc2ccccc2c1=O	-1.9	-9.9	1.3	-10.4	27.5	-5.4	-0.175	-1.0	1.9
Cc1ccc2nc(N3CCN(c4cccc(C)c4C)CC3)c3nnnn3c2c1	-25.1	6.6	-1.3	-1.8	-1.5	-10.8	-0.998	-17.0	-0.8
Cc1cc(NC(=O)c2cc(-c3cccs3)nc3ccccc23)no1	-27.6	4.4	-13.0	-5.6	12.7	0.5	-0.677	-5.0	-5.2
COc1ccc(OC)c(-n2c(=S)[nH]c3cc(C(=O)N4CCC(C(N)=O)CC4)ccc3c2=O)c1	16.4	-29.9	18.2	-1.2	4.5	-14.0	0.587	-7.0	-4.6

Entries of single compounds, looked up by structure. Values in the order: Plk1 PBD FP	F-actin modifier	TNFa cytotox	PLK1 inh	HUVEC tox IL1B	sEH inhibitor	hDAT+cocaine	E coli WT exp	VCAM1 TNFa inh
CCOc1ccc(-c2nnn(CC(=O)Nc3cc(OC)ccc3OC)n2)cc1OCC reads -6.6	8.4	-35.3	-7.4	-0.9	-5.8	0.0946	-12.0	4.9
CCN(CC)C(=O)Cn1cnc2ccccc2c1=O reads -1.9	-9.9	1.3	-10.4	27.5	-5.4	-0.175	-1.0	1.9
Cc1cc(NC(=O)c2cc(-c3cccs3)nc3ccccc23)no1 reads -27.6	4.4	-13.0	-5.6	12.7	0.5	-0.677	-5.0	-5.2
COc1ccc(OC)c(-n2c(=S)[nH]c3cc(C(=O)N4CCC(C(N)=O)CC4)ccc3c2=O)c1 reads 16.4	-29.9	18.2	-1.2	4.5	-14.0	0.587	-7.0	-4.6
Clc1ccc(C2=CSC3=NCCN23)cc1Cl reads 10.4	-19.2	-13.5	-9.1	-3.4	-0.5	-0.614	28.0	-7.5

(more compounds)
SMILES	Plk1 PBD FP	F-actin modifier	TNFa cytotox	PLK1 inh	HUVEC tox IL1B	sEH inhibitor	hDAT+cocaine	E coli WT exp	VCAM1 TNFa inh
Cn1c(=O)c2c(nc(CN3CCCCC3)n2CCc2ccccc2)n(C)c1=O	-8.5	4.0	-13.9	0.0	-3.0	-10.5	0.748	.	6.5
CCC(C)NC(=O)c1ccc(CS(=O)(=O)c2ccc(OC)cc2)o1 (stereo unspecified)	16.4	2.5	-12.7	3.8	-18.1	-13.8	-0.584	-6.0	16.3
Cc1cc(C)c2cc(C#N)c(SCC(=O)NCC3CCCO3)nc2c1 (stereo unspecified)	0.3	2.3	-15.0	-11.3	-0.8	46.5	-0.036	-5.0	-6.4
COc1ccc2c(c1)C(=O)/C(=C/C=C/c1ccccc1)CC2	-21.4	9.3	2.3	-7.8	15.5	8.3	-0.325	.	-19.4
Cc1nn(C)c(C)c1CNC(=O)c1cnn2c1NC(c1ccccc1)CC2C(F)(F)F (stereo unspecified)	-21.4	-9.0	-21.4	-11.6	-13.9	-2.4	0.839	-1.0	5.4
CCN1CCN(C(=O)CN(c2ccc(C)cc2)S(C)(=O)=O)CC1	-13.2	-1.8	1.6	-3.1	-6.7	-20.8	-0.215	2.0	-6.0
O=C(CS(=O)(=O)c1cn(Cc2ccc(Cl)cc2)c2ccccc12)N1CCCC1	15.6	2.7	-18.6	-8.3	4.4	-7.1	1.01	7.0	8.7
CSc1nccc(Nc2ccccc2)c1C#N	-6.0	26.7	-39.0	-7.9	6.5	.	0.0331	10.0	12.3
COc1ccccc1OCc1ccc(C(=O)N2N=C(C(F)F)CC2(O)C(F)F)o1 (stereo unspecified)	2.7	-11.1	-11.0	-16.5	0.3	0.1	.	-2.0	12.9
O=c1c2cc(N3CCOCC3)ccc2[nH]c(=S)n1CCCN1CCCC1	9.3	3.1	0.3	-17.4	-44.6	4.9	1.41	-3.0	7.9
COc1cccc(CNc2ccc(F)c(Cl)c2)c1OC	-2.3	-7.5	-2.0	-7.2	.	-2.5	0.252	8.0	0.8
COc1cc(OC)cc(C(=O)N2CCN(Cc3cccc(F)c3)CC2)c1	-13.2	-31.5	63.9	-7.1	13.9	3.8	-0.032	-6.0	34.5
O=C1OC(c2ccccc2)/C(=C(/O)c2ccccc2)C1=O (stereo unspecified)	19.8	-8.6	-2.0	-4.9	59.4	4.2	0.611	-2.0	4.0
CC(C)NC(=O)C(C)n1cccc1C(=O)c1ccccc1 (stereo unspecified)	-9.2	-12.9	-16.1	-0.5	-56.4	5.1	-0.517	-4.0	-32.8
Nc1nc2sc3c(c2cc1C(=O)N1CCOCC1)CCCC3	3.7	6.9	-49.0	3.0	-50.0	2.4	0.575	7.0	-31.8
COc1cnc(-c2ccccn2)nc1Sc1ccc(Cl)cc1	27.4	23.9	-9.9	-39.6	-40.9	-10.6	2.35	1.0	11.1
O=C(Nc1nccs1)c1ccc(Cl)s1	1.0	2.9	-4.9	-5.0	0.3	.	0.0303	8.0	11.1
COc1cc(CNc2ccccc2Oc2cc(=O)n(C)c(=O)n2C)cc(OC)c1OC	14.8	11.1	-26.1	-11.2	-12.1	9.9	1.59	3.0	11.2
O=C1CC(c2ccncc2)c2cc3c(cc2N1)OCO3 (stereo unspecified)	2.8	-35.5	.	-1.7	-2.3	-4.7	-0.0216	-1.0	27.2
COc1cc(C(=O)NCCc2nc3ccccc3n2C)cc(OC)c1OC	4.5	-9.3	-0.8	-13.7	10.7	-2.7	0.645	.	2.6
O=c1oc2ccccc2c2nccnc12	-5.8	4.8	-28.4	0.9	-35.1	2.9	0.318	6.0	-33.9
Cc1ccc(-n2nc(-c3ccco3)cc2C(=O)NCc2cccnc2)cc1	3.9	47.7	-13.8	-5.9	-2.8	6.9	-0.524	2.0	3.6
Cn1nnnc1SCC(=O)Nc1ccccc1C(=O)NC1CC1	10.1	5.0	-29.3	-9.0	-6.0	10.7	-0.244	2.0	0.3
CN(CC(=O)Nc1ccccn1)S(=O)(=O)c1ccc(Cl)cc1	17.2	-5.1	-7.1	46.0	-19.8	12.3	0.542	.	14.6
Brc1ccccc1OCCCCCN1CCCC1	14.7	14.5	12.7	-12.8	13.9	6.5	0.0259	5.0	-4.3
Cc1cc(NC(=O)Cn2nc(C(F)(F)F)c3c2CCC3)n(-c2ccccc2)n1	9.6	-12.2	-14.5	13.0	-19.3	-5.4	-0.746	3.0	4.1
CC12C=CC3(CN(Cc4ccccc4)C(=O)C3C1C(=O)NC1CC1)O2 (stereo unspecified)	12.2	5.3	-32.3	-8.7	-26.1	-0.2	-0.0129	9.0	-9.0
COCC(C)NC(=O)c1ccccc1OC(C)=O (stereo unspecified)	-19.5	29.0	-27.6	-10.1	5.9	9.8	-0.00292	4.0	16.6
N#C/C(C(=O)Oc1ccccc1)=C1\C=CC=CN1	-5.8	22.8	0.0	-5.2	-100.0	-9.7	0.0186	-4.0	-12.8
O=C(Nc1nccs1)C1Cc2ccccc2CN1S(=O)(=O)c1ccc(F)cc1 (stereo unspecified)	-7.5	13.8	-2.1	-7.4	-5.6	7.9	0.218	-4.0	11.2
O=C(N/N=C\c1ccc(F)cc1)c1cc(OCC(F)(F)F)ccc1OCC(F)(F)F	2.3	-10.4	-1.7	-8.1	-4.8	0.8	-0.366	-5.0	3.5
COCCOC(=O)C1=C(C)NC2=C(C(=O)CC(C)(C)C2)C1c1ccc(N(C)C)cc1 (stereo unspecified)	-12.0	4.6	-11.4	-7.2	-43.0	.	0.971	-18.0	5.9
C/C(=N/NC(=O)CSCc1ccc(Cl)cc1)c1cccc(NC(=O)c2ccccc2)c1	-29.3	3.3	-14.9	-8.2	9.2	8.6	0.52	2.0	-13.3
CCC(C)(C)C1CCc2c(sc(NC(=O)c3cccs3)c2C(N)=O)C1 (stereo unspecified)	-15.3	1.8	18.6	-15.7	4.7	-1.8	0.022	-8.0	5.2
CCCC(=O)NC(c1ccco1)c1c(O)ccc2ccccc12 (stereo unspecified)	-3.3	-21.8	-1.8	-8.2	-34.7	-4.4	0.0496	-4.0	12.1
Cc1ccc(S(=O)(=O)NC2CCOC(C)(C)C2)cc1 (stereo unspecified)	10.0	10.7	-26.2	-6.2	20.6	4.0	-0.428	7.0	6.8
CCC(=O)NCCn1ccc2ccccc21	-10.4	-5.6	-4.3	-17.5	1.0	2.6	0.563	4.0	-3.3
Cc1ccc(OCc2nnc(SCCN3CCOCC3)n2C)cc1	-8.4	-15.9	-6.6	-4.1	5.0	-2.4	1.98	-3.0	-10.2
COc1cc(OC)cc(C(=O)NC2CCN(CC(=O)Nc3cccc4ccccc34)CC2)c1	-5.0	-4.7	-16.2	-7.7	4.2	11.6	3.52*	.	-16.2
CCCC(=O)c1ccc(N2CCOCC2)c(F)c1	13.0	-94.0	22.6	7.3	-16.2	5.3	2.3	-2.0	1.2
COC(=O)CSc1nnc(-c2ccc(S(=O)(=O)N3CCCC3)cc2)n1C	21.4	7.6	-40.7	-5.1	0.5	8.5	-0.354	-1.0	4.3
CCOC(=O)C1CCCN(C(=O)c2ccc(CS(=O)(=O)c3ccc(Br)cc3)o2)C1 (stereo unspecified)	-16.4	-11.1	-9.4	-20.2	12.7	9.2	0.419	0.0	-0.1
Cc1cccc(OCc2nc(C)cc(=O)[nH]2)c1	10.6	10.4	-23.0	-14.5	-47.3	4.2	-0.679	0.0	-7.9
O=C(NCc1ccco1)c1ccc(COCC(F)(F)C(F)F)cc1	0.4	-28.2	20.5	-8.8	27.8	-4.2	0.89	-3.0	-3.6
O=C(NCCc1ccccc1)N1c2ccccc2Sc2ccccc21	14.5	-5.8	6.0	-9.3	-6.5	6.3	0.0159	-14.0	-6.8
CC1=NN(C(N)=S)C(=O)C1N=Nc1c(C)cc(C)cc1C (stereo unspecified)	-2.4	-8.4	-1.9	-1.6	-6.8	-4.6	0.226	-2.0	10.5
Cc1csc(NC(=O)CSc2ncnc3c2cnn3-c2ccccc2Cl)n1	18.6	1.8	-29.0	-9.6	-7.2	13.1	0.241	2.0	-17.7
CCN(CC)S(=O)(=O)c1ccc(F)cc1	-7.1	2.6	-25.7	-12.2	-33.6	8.9	-0.276	11.0	19.8
COc1cc(NC(=O)COc2ccc(F)cc2)nc(OC)n1	-5.8	26.8	-37.4	7.7	-35.2	.	0.0128	-3.0	5.4
